TcdB GH inh – blocks C. difficile toxin B glycohydrolase activity; P18177; TcdB glycohydrolase enzymatic assay, plate reader; inhibition, % at 9.99 µM; actives 0.24% (n = 350,000); AID 652162; in the data active = inhibition above about 10%
Target sequence (P18177 whole entry, looked up): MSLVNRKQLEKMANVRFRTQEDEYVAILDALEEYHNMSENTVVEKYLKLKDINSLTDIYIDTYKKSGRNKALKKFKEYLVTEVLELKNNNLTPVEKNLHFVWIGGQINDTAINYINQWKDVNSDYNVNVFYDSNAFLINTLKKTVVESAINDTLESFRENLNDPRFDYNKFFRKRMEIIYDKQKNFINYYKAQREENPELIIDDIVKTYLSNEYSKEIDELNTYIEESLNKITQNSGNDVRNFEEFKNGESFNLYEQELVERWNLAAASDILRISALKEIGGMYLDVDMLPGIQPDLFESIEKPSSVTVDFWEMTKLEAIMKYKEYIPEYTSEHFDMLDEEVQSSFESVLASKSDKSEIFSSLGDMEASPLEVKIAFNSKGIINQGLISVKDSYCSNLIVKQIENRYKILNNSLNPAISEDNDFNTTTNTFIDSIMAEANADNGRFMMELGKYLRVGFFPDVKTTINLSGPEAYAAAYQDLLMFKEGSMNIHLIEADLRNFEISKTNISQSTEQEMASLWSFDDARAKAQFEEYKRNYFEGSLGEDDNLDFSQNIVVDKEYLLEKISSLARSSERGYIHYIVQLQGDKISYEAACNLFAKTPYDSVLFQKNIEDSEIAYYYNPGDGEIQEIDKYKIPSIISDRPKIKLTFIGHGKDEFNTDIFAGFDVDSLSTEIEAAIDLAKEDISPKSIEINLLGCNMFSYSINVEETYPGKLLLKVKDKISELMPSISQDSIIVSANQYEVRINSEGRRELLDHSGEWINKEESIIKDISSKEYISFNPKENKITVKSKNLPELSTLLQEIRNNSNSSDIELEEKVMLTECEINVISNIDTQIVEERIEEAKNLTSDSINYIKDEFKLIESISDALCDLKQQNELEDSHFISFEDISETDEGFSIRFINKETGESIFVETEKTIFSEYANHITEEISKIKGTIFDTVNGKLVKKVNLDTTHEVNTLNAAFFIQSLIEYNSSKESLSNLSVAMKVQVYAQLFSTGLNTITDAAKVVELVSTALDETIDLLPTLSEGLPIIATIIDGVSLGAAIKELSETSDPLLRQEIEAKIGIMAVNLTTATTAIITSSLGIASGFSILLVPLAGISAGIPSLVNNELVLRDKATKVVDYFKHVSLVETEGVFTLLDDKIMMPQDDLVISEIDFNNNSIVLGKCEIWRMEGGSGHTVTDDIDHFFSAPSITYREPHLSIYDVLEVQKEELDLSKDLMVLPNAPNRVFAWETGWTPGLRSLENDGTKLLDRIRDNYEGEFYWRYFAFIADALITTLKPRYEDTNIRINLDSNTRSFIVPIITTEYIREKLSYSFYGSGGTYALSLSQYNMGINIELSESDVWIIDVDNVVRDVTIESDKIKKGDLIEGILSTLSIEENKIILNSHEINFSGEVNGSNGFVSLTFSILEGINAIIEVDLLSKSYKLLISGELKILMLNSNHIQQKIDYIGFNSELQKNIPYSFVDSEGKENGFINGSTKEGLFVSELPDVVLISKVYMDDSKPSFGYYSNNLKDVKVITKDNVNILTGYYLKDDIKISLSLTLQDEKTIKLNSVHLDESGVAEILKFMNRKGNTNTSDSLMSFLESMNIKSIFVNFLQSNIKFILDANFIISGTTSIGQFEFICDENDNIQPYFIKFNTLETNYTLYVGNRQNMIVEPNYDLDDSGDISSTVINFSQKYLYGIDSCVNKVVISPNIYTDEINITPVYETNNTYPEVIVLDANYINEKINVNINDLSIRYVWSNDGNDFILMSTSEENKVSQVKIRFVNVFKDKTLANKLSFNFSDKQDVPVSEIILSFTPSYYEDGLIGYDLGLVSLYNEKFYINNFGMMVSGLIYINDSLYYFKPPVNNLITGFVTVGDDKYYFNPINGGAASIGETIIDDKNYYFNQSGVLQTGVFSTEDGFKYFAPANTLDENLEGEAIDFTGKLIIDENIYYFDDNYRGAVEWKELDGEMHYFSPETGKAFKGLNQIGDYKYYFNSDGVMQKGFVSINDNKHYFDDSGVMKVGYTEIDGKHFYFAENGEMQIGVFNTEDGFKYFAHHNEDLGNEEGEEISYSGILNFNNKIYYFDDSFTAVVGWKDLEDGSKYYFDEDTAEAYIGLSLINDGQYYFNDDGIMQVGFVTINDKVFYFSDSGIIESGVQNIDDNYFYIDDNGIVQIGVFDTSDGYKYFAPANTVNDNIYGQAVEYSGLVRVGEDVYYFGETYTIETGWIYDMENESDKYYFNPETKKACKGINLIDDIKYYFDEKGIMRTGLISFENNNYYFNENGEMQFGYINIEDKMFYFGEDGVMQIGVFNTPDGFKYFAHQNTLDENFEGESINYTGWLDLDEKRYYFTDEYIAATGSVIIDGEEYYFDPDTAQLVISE
* marks the source's active call; other numbers are inactive results. These rows are one share of the data; count on the stated rates, not on these rows.

SMILES	TcdB GH inh
C/C=C/c1ccc([C@H]2[C@@H](CO)N(Cc3ccccn3)[C@@H]2CNC(C)=O)cc1	-1.0
OC[C@@H]1[C@H](c2ccc(-c3ccc(F)cc3)cc2)[C@@H](CNC2CCCC2)N1CCC(F)(F)F	-0.7
C[C@H]1CN([C@@H](C)CO)C(=O)c2cccc(NC(=O)c3ccncc3)c2O[C@@H]1CN(C)Cc1ccc(Oc2ccccc2)cc1	-0.5
C[C@@H]1CN([C@H](C)CO)C(=O)Cc2cc(NS(C)(=O)=O)ccc2O[C@H]1CN(C)CC1CC1	-0.7
O=C(NCC[C@H]1CC[C@H](NS(=O)(=O)c2cccc(F)c2)[C@@H](CO)O1)C1CCC1	-17
CC(=O)N(C)C[C@@H]1Oc2cc(-c3cccc(C#N)c3)ccc2S(=O)(=O)N([C@H](C)CO)C[C@H]1C	-0.2
O=C(N[C@@H]1CC[C@H](CC(=O)N2CCOCC2)O[C@H]1CO)c1cccc(F)c1	0.2
COc1ccc(S(=O)(=O)N(C)C[C@@H]2OCCCC[C@@H](C)Oc3ccc(NC(=O)c4ccncc4)cc3C(=O)N([C@H](C)CO)C[C@@H]2C)cc1	0.1
CN1C(=O)c2cc(NC(=O)C3CCOCC3)ccc2OC[C@H]2O[C@H](CC(=O)NCC3CCCCC3)CC[C@@H]21	0.3
COC(=O)[C@@H]1[C@@H](CO)[C@@H]2Cn3c(ccc(-c4ccccc4)c3=O)[C@H]1N2S(=O)(=O)c1ccccc1C	-0.1
C[C@@H]1CCCCO[C@H](CN(C)C(=O)Nc2ccc(C(F)(F)F)cc2)[C@H](C)CN([C@@H](C)CO)C(=O)c2cc(N(C)C)ccc2O1	-2.2
C/C=C/c1ccc([C@@H]2[C@H](CO)N3C(=O)CN(C(=O)Nc4cccc(OC)c4)C[C@@H]23)cc1	0.9
CC(=O)N(C)C[C@H]1Oc2cc(-c3ccncc3)ccc2S(=O)(=O)N([C@@H](C)CO)C[C@@H]1C	-0.6
C[C@@H]1CN([C@@H](C)CO)C(=O)c2cc(NC(=O)Cc3ccccc3)ccc2O[C@@H]1CN(C)C(=O)Nc1ccc2c(c1)OCO2	-0.7
O=C(NCC(F)(F)F)[C@H]1[C@H](CO)[C@H]2Cn3c(cccc3=O)[C@H]2N1CCC(F)(F)F	1.5
C[C@H](CO)N1C[C@H](C)[C@H](CN(C)C(=O)Nc2ccccc2)Oc2c(NC(=O)c3ccc(-c4nccs4)cc3)cccc2C1=O	0.4
Cc1ccc(S(=O)(=O)Nc2cccc3c2O[C@H](CN(C)C(=O)Nc2ccccc2)[C@@H](C)CN([C@H](C)CO)C3=O)cc1	1.0
C[C@@H]1CN([C@H](C)CO)C(=O)c2cc(NC(=O)Nc3cccc4ccccc34)ccc2O[C@@H](C)CCCCO[C@@H]1CN(C)Cc1ccccc1	0.5
C[C@@H]1CN([C@@H](C)CO)S(=O)(=O)c2ccc(-c3cncnc3)cc2O[C@H]1CN(C)CC1CC1	1.6
OC[C@@H]1Nc2ccc(-c3cccc(F)c3)cc2[C@H]2[C@@H]1CCN2Cc1ccncc1	-1.2
O=C(N[C@H]1CC[C@@H](CCNC(=O)C2CCCC2)O[C@@H]1CO)c1ccccn1	0.1
C[C@H](O)C#Cc1cnc2c(c1)C(=O)N([C@H](C)CO)C[C@H](C)[C@@H](CN(C)CC1CCCC1)O2	0.0
COc1cccc(S(=O)(=O)N[C@H]2C=C[C@@H](CC(=O)NCc3ccncc3)O[C@@H]2CO)c1	-0.5
CO[C@H]1CN(C)C(=O)c2cc(C#N)ccc2OC[C@@H]2O[C@@H](CC[C@H]2OC)CCN(C)C(=O)[C@@H]1C	-0.8
O=C(CC1CC1)N1[C@H](CO)[C@H]2c3ccccc3N(S(=O)(=O)c3ccc(F)cc3)C[C@H]21	-0.6
SMILES	TcdB GH inh
COc1ccccc1NC(=O)N1CCCCN2[C@H](C1)[C@@H](c1ccc(C#Cc3ccccc3)cc1)[C@@H]2CO	-1.0
COc1ccc(CN2C[C@H](O)COC[C@@H]3O[C@H](CC(=O)N(C)C)CC[C@H]32)cc1	-0.5
O=C(C[C@H]1C[C@H]2c3cc(NC(=O)c4ccc5c(c4)OCO5)ccc3O[C@H]2[C@@H](CO)O1)NCc1cc(F)ccc1F	-0.7
CCC(=O)N1CCC2(CC1)CN(C(=O)c1cnccn1)[C@@H](CO)c1c2c2ccc(OC)cc2n1C	-6.6
CC(C)NC(=O)N(C)C[C@H]1OCCCC[C@H](C)Oc2ccc(N(C)C)cc2C(=O)N([C@H](C)CO)C[C@@H]1C	-8.8
C[C@H]1CN([C@@H](C)CO)C(=O)c2cc(C3=CCCC3)cnc2O[C@@H]1CN(C)C(=O)Nc1ccc(C(F)(F)F)cc1	0.6
C[C@@H]1CCn2cc(nn2)COC[C@@H](Cc2ccccc2)NC1=O	-1.2
CCNC(=O)C[C@H]1CC[C@H](NC(=O)NC2CCCCC2)[C@@H](CO)O1	-8.9
C[C@@H]1CN([C@@H](C)CO)C(=O)c2cc(NC(=O)Cc3ccccc3)ccc2O[C@@H](C)CCCCO[C@@H]1CN(C)C	-0.5
COc1ccc2c3c([nH]c2c1)[C@H](CO)N(C(=O)NC1CCCC1)CC31CCN(C(=O)Nc2cccc(F)c2)CC1	0.3
C[C@@H]1CN([C@@H](C)CO)C(=O)c2cc(NC(=O)C3CCCCC3)ccc2O[C@H]1CN(C)Cc1ccc2c(c1)OCO2	-8.5
COCC(=O)N1C[C@H](C)[C@@H](OC)CN(C)C(=O)c2cc(NC(=O)c3ccc(OC)cc3)ccc2OC[C@H]1C	0.4
COc1ccc(S(=O)(=O)Nc2ccc3c(c2)C(=O)N([C@H](C)CO)C[C@H](C)[C@@H](CN(C)S(=O)(=O)c2cccs2)OCCCC[C@@H](C)O3)cc1	0.6
COc1ccc(S(=O)(=O)N(C)C[C@H]2Oc3ccc(NC(=O)NC4CCCCC4)cc3C(=O)N([C@@H](C)CO)C[C@H]2C)cc1	-1.1
CC=Cc1ccc2n(c1=O)C[C@@H]1[C@@H](CO)[C@H](C(=O)NCc3ccccc3F)N(S(C)(=O)=O)[C@H]21 (mixture of isomers)	0.3
Cc1cc(C(=O)Nc2cccc3c2O[C@@H](CN(C)CC2CC2)[C@@H](C)CN([C@@H](C)CO)C3=O)n(C)n1	0.9
C[C@@H]1CN([C@@H](C)CO)C(=O)c2cc(NS(=O)(=O)c3ccccc3)ccc2O[C@@H]1CN(C)C(=O)Nc1ccc(F)cc1	-8.0
COc1ccc(S(=O)(=O)N(C)C[C@H]2OCCCC[C@H](C)Oc3ccc(NS(=O)(=O)c4c(C)noc4C)cc3C(=O)N([C@@H](C)CO)C[C@H]2C)cc1	-0.4
CCc1cnc(N2[C@H](C#N)[C@@H](c3ccc(C#CC(C)C)cc3)[C@H]2CO)s1	-0.4
C[C@@H]1CN([C@H](C)CO)C(=O)c2cccc(NS(=O)(=O)c3ccc(F)cc3)c2O[C@H]1CN(C)Cc1ccncc1	-0.3
CO[C@H]1CN(C)C(=O)c2cc(NC(=O)C3CC3)ccc2OC[C@H](C)N(C(=O)C2CCCCC2)C[C@@H]1C	0.6
COCc1cn(CC[C@@H]2CC[C@@H](NC(=O)Nc3ccc(OC)cc3)[C@@H](CO)O2)nn1	-0.4
CCCNC(=O)N1C[C@H](C)[C@@H](OC)CN(C)C(=O)c2cc(NS(=O)(=O)CC(F)(F)F)ccc2OC[C@H]1C	-0.8
Cc1ccccc1S(=O)(=O)N1C[C@@H](O)COC[C@H]2O[C@@H](CC(=O)N3CCCCC3)CC[C@@H]21	-0.5
CC=Cc1ccc2n(c1=O)C[C@@H]1[C@@H](CO)[C@H](C(=O)N(C)C)[C@H]2N1CC1CC1 (mixture of isomers)	0.4
SMILES	TcdB GH inh
COc1ccc(NC(=O)Nc2ccc3c(c2)C(=O)N([C@@H](C)CO)C[C@@H](C)[C@@H](CN(C)Cc2ccc(-c4ccccc4)cc2)O3)cc1	2.3
O=C(Nc1ccccc1)N[C@H]1CC[C@H](CCn2cc(C3(O)CCCC3)nn2)O[C@@H]1CO	-1.1
C[C@@H]1CN([C@@H](C)CO)C(=O)c2cccc(NC(=O)Nc3ccc(F)cc3)c2O[C@@H]1CN(C)C(=O)Nc1ccc(F)cc1	1.5
COc1ccc(CN(C)C[C@H]2OCCCC[C@H](C)Oc3ccc(N(C)C)cc3C(=O)N([C@H](C)CO)C[C@H]2C)cc1	-28
C[C@@H]1CN([C@@H](C)CO)C(=O)c2cccc(NS(=O)(=O)c3cccs3)c2O[C@@H]1CN(C)Cc1ccc(C(=O)Nc2ccccc2N)cc1	-0.7
O=C(NCc1ccc(F)cc1)[C@H]1C[C@H]2C(=O)N3CCC[C@H]3C(=O)N2[C@H]1c1cccc(OCCO)c1	-0.9
C[C@H](CO)N1C[C@H](C)[C@@H](CN(C)C)Oc2ccc(NC(=O)Nc3cccc4ccccc34)cc2CC1=O	2.5
COc1ccc(S(=O)(=O)Nc2cccc3c2O[C@@H](CN(C)CC2CC2)[C@H](C)CN([C@@H](C)CO)C3=O)cc1	0.4
Cc1ccc(S(=O)(=O)Nc2ccc3c(c2)C(=O)N([C@H](C)CO)C[C@H](C)[C@@H](CN(C)Cc2ccc(C(F)(F)F)cc2)OCCCC[C@H](C)O3)cc1	1.2
CN(C)CC(=O)N[C@H]1C[C@@H]2O[C@H](CO)CC[C@@H]2O[C@@H]1CCc1ccc(C2=CCCCC2)cc1	-0.8
N#C[C@@H]1[C@H](c2ccccc2)[C@@H](CO)N1C(=O)CCN1CCCCC1	-0.4
CN(C)C(=O)C[C@H]1CC[C@H]2[C@@H](COc3ccc(NC(=O)c4ccc(F)c(F)c4)cc3C(=O)N2C)O1	1.1
Cc1ccc(S(=O)(=O)N(C)C[C@@H]2OCCCC[C@H](C)Oc3ccc(NC(=O)Nc4cccc5ccccc45)cc3C(=O)N([C@H](C)CO)C[C@@H]2C)cc1	-0.4
CC(C)NC(=O)Nc1ccc2c(c1)C(=O)N([C@H](C)CO)C[C@H](C)[C@@H](CN(C)Cc1ccccc1)OCCCC[C@H](C)O2	-0.9
Cc1noc(C)c1S(=O)(=O)Nc1ccc2c(c1)CC(=O)N([C@@H](C)CO)C[C@@H](C)[C@H](CN(C)Cc1ccc3c(c1)OCO3)O2	1.3
O=C(C[C@@H]1CC[C@H]2[C@@H](COC[C@H](O)CN2S(=O)(=O)c2ccc(F)cc2)O1)N[C@@H]1CCN(Cc2ccccc2)C1	-1.3
C[C@@H]1CN([C@H](C)CO)C(=O)c2cc(NC(=O)C3CCCCC3)ccc2O[C@@H]1CN(C)S(=O)(=O)c1ccc(Cl)cc1	1.0
Cc1noc(C)c1NC(=O)N(C)C[C@H]1Oc2ccc(NS(=O)(=O)c3ccccc3)cc2CC(=O)N([C@H](C)CO)C[C@@H]1C	0.2
CC(C)(O)C#Cc1ccc([C@@H]2[C@@H](CO)N3CCCCN(S(C)(=O)=O)C[C@H]23)cc1	-0.3
O=C(C[C@@H]1C[C@H]2c3cc(NC(=O)c4cccnc4)ccc3O[C@H]2[C@H](CO)O1)NCCc1ccccc1	0.7
C[C@@H]1CCCCO[C@@H](CN(C)S(=O)(=O)c2ccc(Cl)cc2)[C@@H](C)CN([C@@H](C)CO)C(=O)c2cc(NS(=O)(=O)c3ccc(F)cc3)ccc2O1	-5.6
COCC(=O)N1C[C@H](C)[C@H](OC)CN(C)C(=O)c2cc(NC(=O)c3ccc(F)cc3)ccc2OC[C@@H]1C	1.5
CCCNC(=O)N1C[C@H](O)COC[C@@H]2O[C@@H](CC(=O)N3CCN(C)CC3)CC[C@H]21	-1.1
C[C@H](CO)N1C[C@H](C)[C@H](CN(C)C(=O)Nc2ccc3c(c2)OCO3)Oc2ccc(NC(=O)CCN3CCOCC3)cc2C1=O	-0.6
CCC(=O)N1CC(=O)N2[C@H](C1)[C@H](c1ccc(-c3ccc(C(=O)N(C)C)cc3)cc1)[C@@H]2CO	0.6

Nothing new here: 12 of the compounds above.
SMILES	TcdB GH inh
COc1ccc(NC(=O)Nc2ccc3c(c2)C(=O)N([C@@H](C)CO)C[C@@H](C)[C@@H](CN(C)Cc2ccc(-c4ccccc4)cc2)O3)cc1	2.3
O=C(Nc1ccccc1)N[C@H]1CC[C@H](CCn2cc(C3(O)CCCC3)nn2)O[C@@H]1CO	-1.1
C[C@@H]1CN([C@@H](C)CO)C(=O)c2cccc(NC(=O)Nc3ccc(F)cc3)c2O[C@@H]1CN(C)C(=O)Nc1ccc(F)cc1	1.5
COc1ccc(CN(C)C[C@H]2OCCCC[C@H](C)Oc3ccc(N(C)C)cc3C(=O)N([C@H](C)CO)C[C@H]2C)cc1	-28
C[C@@H]1CN([C@@H](C)CO)C(=O)c2cccc(NS(=O)(=O)c3cccs3)c2O[C@@H]1CN(C)Cc1ccc(C(=O)Nc2ccccc2N)cc1	-0.7
O=C(NCc1ccc(F)cc1)[C@H]1C[C@H]2C(=O)N3CCC[C@H]3C(=O)N2[C@H]1c1cccc(OCCO)c1	-0.9
C[C@H](CO)N1C[C@H](C)[C@@H](CN(C)C)Oc2ccc(NC(=O)Nc3cccc4ccccc34)cc2CC1=O	2.5
COc1ccc(S(=O)(=O)Nc2cccc3c2O[C@@H](CN(C)CC2CC2)[C@H](C)CN([C@@H](C)CO)C3=O)cc1	0.4
Cc1ccc(S(=O)(=O)Nc2ccc3c(c2)C(=O)N([C@H](C)CO)C[C@H](C)[C@@H](CN(C)Cc2ccc(C(F)(F)F)cc2)OCCCC[C@H](C)O3)cc1	1.2
CN(C)CC(=O)N[C@H]1C[C@@H]2O[C@H](CO)CC[C@@H]2O[C@@H]1CCc1ccc(C2=CCCCC2)cc1	-0.8
N#C[C@@H]1[C@H](c2ccccc2)[C@@H](CO)N1C(=O)CCN1CCCCC1	-0.4
CN(C)C(=O)C[C@H]1CC[C@H]2[C@@H](COc3ccc(NC(=O)c4ccc(F)c(F)c4)cc3C(=O)N2C)O1	1.1

New compounds follow
SMILES	TcdB GH inh
CO[C@H]1CN(C)C(=O)c2ccc(NC(=O)C3CCCCC3)cc2OC[C@@H](C)N(C)C[C@H]1C	0.6
C[C@H](CO)N1C[C@H](C)[C@@H](CN(C)Cc2ccccc2)Oc2cc(-c3ccncc3)ccc2S1(=O)=O	-10
COc1ccccc1CNC(=O)C[C@@H]1CC[C@@H]2[C@H](COC[C@@H](O)CN2Cc2ccccc2)O1	-2.0
Cc1ccccc1-c1ccccc1[C@@H]1[C@H](C#N)N(C(=O)c2ccc(F)cc2)[C@H]1CO	-0.2
COC(=O)[C@H]1COC(c2ccc(OCCCO)cc2)=N1	0.0
COc1cccc(C(=O)Nc2ccc3c(c2)OC[C@H](C)NC[C@H](C)[C@@H](OC)CN(C)C3=O)c1	0.1

Bioassay records deposited in PubChem BioAssay by Broad Institute.
